Screens (PubChem)
EPAC1 antag – antagonists of human EPAC1. O95398. EPAC1 GEF assay, Rap1b-BODIPY-GDP exchange fluorescence. Potency, µM (doses to about 115 µM), for the others: top-dose activity change, negative = inhibition, most hits filed as inhibitors. actives 0.14% (n = 360,000). AID 720709;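 note: potency is the fitted concentration of half-maximal effect; plate controls were vehicle for no effect and positive control for full effect; nearly all actives have a fitted effect of over 50% in size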
WRN helicase inh – WRN helicase (human) inhibition; WRN helicase unwinding, fluorescent forked duplex, kinetic; Potency, µM (highest dose often 114 µM), inactives show at the top dose activity change, negative = inhibition, most hits filed as inhibitors; AID 651768; actives 0.46% (n = 360,000); note: potency is the fitted concentration of half-maximal effect; % is set by controls: 0 for no effect and ±100 for the full control effect; nearly all actives have a fitted effect of over 55% in size
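Enzyme (20 nM final) and test compound sit together 15 min at room temperature before substrate addition. Substrate is a single-forked duplex oligonucleotide (100 nM) labelled with fluorophore and quencher, with 2 mM ATP; helicase unwinding raises red fluorescence, read kinetically.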
PLK1 PBD block – inhibitors of human PLK1 polo-box domain binding; AID 720504; Plk1 PBD binding of FITC phosphopeptide, fluorescence polarization; P53350; actives 2.8% (n = 360,000); Potency, µM, inactives show max response, negative = inhibition, hits mostly inhibitors; note: potency is the fitted concentration of half-maximal effect; series mostly up to about 57 µM; % is set by controls: 0 for no effect and ±100 for the full control effect; nearly all actives have a fitted effect of over 65% in size
CCT chaperon mod – changes cytosolic chaperonin activity; purified chaperonin ATPase assay, HTRF ADP detection, 30 min; activity change, % (no concentration beside the values), hits read low; actives 0.3% (n = 360,000); AID 651819; in the data active = activity change below about -30%; note: % is set by controls: 0 for no effect and ±100 for the full control effect
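We incubate TRiC, 40 or 20 nM final, with library compounds at 76 uM and 10 uM ATP for 30 min at 37 °C. ADP formed is detected with Transcreener HTRF reagents after 30 min at room temperature.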
EPAC1 ag – activates human EPAC1 exchange factor; O95398; EPAC1 agonist qHTS, biochemical assay; response scale: 100% = response to 6.5 mM cAMP; Potency, µM (top dose mostly 154 µM), inactives show at the top dose activation, hits mostly activators; actives 0.073% (n = 360,000); AID 720707; note: potency is the fitted concentration of half-maximal effect; nearly all actives have a fitted effect of over 60% in size
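Multi-concentration qHTS readout: loss of Rap1B-bound BODIPY-GDP fluorescence driven by 100 nM EPAC1 with excess GDP (50 uM), monitored kinetically at room temperature; agonist response expressed relative to 6.5 mM cAMP.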
PI5P4Ka inh – PI5P4K alpha (human) kinase inhibition; max response, %; PI5P4Kalpha enzyme, ADP-Glo luminescence, 60 min; hits give low values; AID 652105; actives 1.2% (n = 330,000); active = max response of -50% or lower; inconclusive = between -30% and -50%; inactive = -30% or higher; note: value at the top dose of about 77 µM; % is set by controls: 0 for no effect and ±100 for the full control effect
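Quantitative HTS of the MLSMR library against PI5P4Kalpha with substrate. ATP added last at 5 microM final; room temperature, 60 minutes. Remaining ATP depleted, ADP converted and read as luminescence.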
EPAC2 antagonist – blocks human EPAC2 exchange factor; Q8WZA2; EPAC2 GEF exchange of Rap1B-BODIPY-GDP, fluorescence; Potency, µM (titrated, usually from 114 µM), for inactives: at the top dose activity, negative = inhibition, actives largely listed as inhibitors; actives 0.18% (n = 360,000); AID 720708; note: potency is the fitted concentration of half-maximal effect; % is set by controls: 0 for no effect and ±100 for the full control effect; nearly all actives have a fitted effect of over 45% in size; many of its hits are not listed in these tables
Target sequence (Q8WZA2 whole entry, looked up): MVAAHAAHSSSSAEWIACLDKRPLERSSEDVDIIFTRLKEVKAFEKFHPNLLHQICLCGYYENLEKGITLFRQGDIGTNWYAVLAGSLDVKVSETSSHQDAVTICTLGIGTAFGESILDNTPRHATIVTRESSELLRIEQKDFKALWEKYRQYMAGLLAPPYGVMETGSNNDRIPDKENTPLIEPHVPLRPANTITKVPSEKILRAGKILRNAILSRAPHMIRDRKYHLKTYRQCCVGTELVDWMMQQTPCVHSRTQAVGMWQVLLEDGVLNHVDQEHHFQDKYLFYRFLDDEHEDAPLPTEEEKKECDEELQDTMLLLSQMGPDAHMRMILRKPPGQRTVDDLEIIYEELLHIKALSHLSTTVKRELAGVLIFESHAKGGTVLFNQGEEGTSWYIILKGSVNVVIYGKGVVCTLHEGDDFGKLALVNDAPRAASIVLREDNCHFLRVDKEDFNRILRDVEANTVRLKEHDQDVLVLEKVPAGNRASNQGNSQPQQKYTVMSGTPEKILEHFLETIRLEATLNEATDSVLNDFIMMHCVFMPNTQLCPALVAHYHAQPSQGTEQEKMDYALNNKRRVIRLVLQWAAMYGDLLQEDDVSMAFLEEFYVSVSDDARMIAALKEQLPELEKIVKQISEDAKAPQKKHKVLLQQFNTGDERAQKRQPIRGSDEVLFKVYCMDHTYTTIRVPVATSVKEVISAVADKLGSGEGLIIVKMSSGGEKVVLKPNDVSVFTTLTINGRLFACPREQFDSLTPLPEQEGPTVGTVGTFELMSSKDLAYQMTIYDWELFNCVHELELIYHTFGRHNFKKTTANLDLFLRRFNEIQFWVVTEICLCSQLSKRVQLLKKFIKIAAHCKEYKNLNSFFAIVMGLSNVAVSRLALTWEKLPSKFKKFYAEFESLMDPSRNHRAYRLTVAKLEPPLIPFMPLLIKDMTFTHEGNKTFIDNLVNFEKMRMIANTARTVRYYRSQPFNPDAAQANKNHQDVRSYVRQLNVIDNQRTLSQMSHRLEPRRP
Mm-Cpn inhibitor – M. maripaludis TRiC chaperonin inhibition | purified Mm-Cpn ATPase, ADP Transcreener TR-FRET | Potency, µM (doses to about 76.9 µM), for the others: top-dose activity, negative = inhibition, most hits filed as inhibitors | actives 0.031% (n = 330,000); note: potency is the fitted concentration of half-maximal effect; % is set by controls: 0 for no effect and ±100 for the full control effect; nearly all actives have a fitted effect of over 80% in size
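ATPase turnover read by TR-FRET ADP competition (Eu cryptate antibody/ADP-d2, 665/590 nm): 10uM ATP final, 25nM Mm-CPN final, 30 min 37degC after 10-min compound preincubation, pH 7.4 Tris/KCl/MgCl2/DTT buffer.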
* marks the source's active call; other numbers are inactive results; ? = inconclusive; / = not tested or not shown; [ ] = another dose, or the depositor's remark. Unless noted, calls come from the whole dose curve; as a rule, active = well fitted curve in the direction sought with a large enough effect; inconclusive = small, poorly fitted or top-dose-only effect, or another doubt; inactive = no such curve, though single readings can be large; an effect the other way counts as inactive or inconclusive. These rows are one share of the data; rates above refer to the full screens.

SMILES	EPAC1 antag	WRN helicase inh	PLK1 PBD block	CCT chaperon mod	EPAC1 ag	PI5P4Ka inh	EPAC2 antagonist	Mm-Cpn inhibitor
CCOC(=O)c1[nH]c2ccc(OC)cc2c1NS(=O)(=O)c1ccc(OC)cc1OC	-16%	0%	3%	-0.3	1%	8	0%	-2%
CCCC(=O)Nc1ccccc1N1CCN(C(=O)C(C)C)CC1	1%	-7%	4%	-0.1	-3%	0	3%	0%
Cc1ccc2nc(C)cc(C(=O)OCC(=O)Nc3c(C)n(C)n(-c4ccccc4)c3=O)c2c1	-12%	-2%	-5%	-2.0	1%	-8	-4%	-1%
C=C1CC2C(=O)N(Cc3ccccc3)C(C(=O)OCC)(C(=O)OCC)C1N2C(=O)OC(C)(C)C (centres undefined)	-12%	-2%	-7%	-1.4	-22%	12	-9%	/
COc1cccc(C(=O)Nc2ncc3c(n2)CC(C)(C)CC3=O)c1	5%	-3%	-12%	-4.1	7%	-8	1%	1%
CCCC(=O)Nc1ccc(NC(=O)c2ccccn2)cn1	-7%	-1%	-10%	1.1	3%	7	1%	-1%
CCn1c(SCC(=O)Nc2ccccc2)nc2ccccc2c1=O	-2%	-10%	-4%	-25	3%	-9	10%	1%
CCOc1ccc(CN2CCNC(=O)C2CC(=O)NCc2csc(C)n2)cc1 (centres undefined)	8%	4%	-10%	-1.1	5%	4	-3%	2%
O=C(c1ccc(S(=O)(=O)N2CCOCC2)cc1)N(c1ccccc1)C1C=CS(=O)(=O)C1 (centres undefined)	-4%	-10%[57.1 µM]	-7%	0.8	5%	/	-9%	-5%
CCN(CC)C(=S)SCC(=O)c1ccc(F)cc1	0%	-9%	30µM*	-3.3	5%	-1	-1%	0%
O=C(CSc1nnc(-c2ccc(Cl)cc2)n1CC1CCCO1)NC1CCS(=O)(=O)C1 (centres undefined)	-7%	1%	-21%	-3.0	3%	1	1%	-2%
Cc1c(C)n(CC(O)CN(CCO)CCO)c2ccccc12 (centres undefined)	-15%	-2%	0%	-0.3	1%	-3	0%	-1%
O=C(c1ccc(Cl)c(Cl)c1)N1CCC(=O)N([C@H](COCc2ccc(Cl)cc2)Cc2ccccc2)CC1	-23%	-6%	-8%	0.0	0%	16	-7%	/
CCOC(=O)c1c(-c2ccc(-c3ccccc3)cc2)csc1NC(=O)CCC(=O)O	?	-18%	?	0.2	4%	0	?	0%
CC(C)C1CC(c2csc(N)n2)CCO1 (centres undefined)	4%	9%	-10%	0.0	3%	-8	19%	1%
N#Cc1ccc(OCC(=O)N2CCN(S(=O)(=O)c3cccc(Cl)c3)CC2)cc1	7%	-6%	4%	-2.7	12%	4	-4%	0%
C/C(=N\NC(=O)c1ccc([N+](=O)[O-])cc1Cl)c1ccccc1	-8%	-4%	-4%	0.1	-6%	1	-1%	0%
CC(=O)Nc1ccc(S(=O)(=O)NC2=NCN(c3ccc([N+](=O)[O-])cc3)CN2)cc1	4%	-8%	-10%	-1.6	3%	5	?	-9%
Cc1csc(SCC(=O)Nc2ccc(S(=O)(=O)N3CCCC3)cc2)n1	-20%	-12%	-8%	-3.5	13%	/	3%	2%
O=C(OCC1CC(c2ccccc2Cl)=NO1)c1ccc(Br)cc1 (centres undefined)	-6%	4%	-3%	2.7	2%	3	4%	1%
Cc1ccc(-n2c(=S)[nH]c3nc4c(cc3c2=O)COC(C)(C)C4)cc1	-7%	3%	-6%	-1.6	-5%	0	3%	-1%
COc1cccc(NC(=O)CSc2nc3c(sc4ccccc43)c(=O)n2CCCN2CCCC2)c1	-16%	2%[11.6 µM]	-18%	-2.6	-2%	0	5%	-8%
CC(C)C(NC(=O)c1ccccc1Br)c1ccccc1 (centres undefined)	-1%	-3%	-9%	-2.5	0%	5	9%	1%
CC(C)Oc1ccc(/C=C(\C#N)C(=O)NC2CC2)cc1	18%	1%	-6%	-1.0	2%	3	1%	/
Cc1cccc(CC2CC(=O)N(c3ncccn3)C2=O)c1 (centres undefined)	-16%	-14%	-16%	-5.5	2%	/	-5%	2%

New compounds follow:
SMILES	EPAC1 antag	WRN helicase inh	PLK1 PBD block	CCT chaperon mod	EPAC1 ag	PI5P4Ka inh	EPAC2 antagonist	Mm-Cpn inhibitor
COc1ccc(C(=O)C2CCN(C(=O)Nc3ccccc3C)CC2)cc1	-20%	-2%	-2%	2.8	-1%	-4	3%	2%
CNC(=O)CSc1nc2nn(-c3ccccc3)c(=O)c-2c2n1CCCCC2	20%	-12%	-1%	2.1	-3%	/	6%	2%
COc1cc(NC(=O)c2cccs2)c(C(=O)OCC(=O)NC(C)c2ccccc2)cc1OC (centres undefined)	7%	-10%	-1%	-1.5	3%	/	11%	0%
CC(c1ccccc1C(=O)O)c1cc(F)cc2ccccc12 (centres undefined)	-26%	-9%	-7%	-3.1	-6%	5	?	/
CCC(C)Sc1nnc(CSc2nc(C)cc(C)n2)n1C (centres undefined)	-3%	-17%	-5%	-1.4	8%	-3	-1%	-4%
O=C1CCc2cc(S(=O)(=O)NCCC(=O)NC3CCN(Cc4ccccc4)CC3)ccc2N1	-2%	-9%	-8%	-1.4	9%	0	8%	-2%
CCN1CCN(C(=O)c2cc3cc(F)ccc3[nH]2)CC1	-7%	-1%	-12%	-3.7	9%	0	8%	-1%
O=C(NC(Cc1ccccc1)C(=O)N1CCN(c2ccccn2)CC1)c1ccco1 (centres undefined)	4%	-17%	-3%	1.0	2%	-2	14%	1%
COC(=O)C1CCN(C(=O)/C=C/c2ccccc2)CC1	4%	-11%	-4%	-1.3	11%	7	-2%	-1%
COc1ccc(OC)c(-c2csc(CCn3nc(C)cc3C)n2)c1	-4%	-3%	0%	-2.2	-5%	-11	-11%	3%
CCCOC(=O)C1NC(=O)N2C(C(=O)OCCC)C(C)(C)S[C@H]12 (some centres undefined)	7%	-23%	-8%	0.7	-2%	7	-12%	/
CC(=O)Nc1ccc(C(=O)COC(=O)CCS(=O)(=O)c2ccccc2)cc1	-2%	-4%	-8%	1.5	-5%	5	-14%	2%
COc1cc2c(cc1OC)/C(=C/C(=O)OCc1ccccc1)OC2	-8%	1%	-14%	/	2%	2	?	/
COc1ccc(CCNc2nc3ccccc3n3nnnc23)cc1OC	9%	-6%	0%	-2.8	3%	-1	4%	-3%
Cc1ccc2c(c1)cc(C(=O)N[C@@H](Cc1ccccc1)C(=O)O)n2C	-7%	10%	-14%	0.2	4%	5	2%	0%
COCCCN1C(=O)c2ccc(C(=O)N3CCN(c4ccccc4OC)CC3)cc2C1=O	5%	5%	-4%	-0.1	-7%	0	0%	2%
COc1ccc(-n2nc3c(c2NC(=O)c2ccccc2S(=O)(=O)C(F)F)CS(=O)(=O)C3)cc1	-16%	-27%	-13%	-2.0	10%	5	-4%	-1%
COC1CCCN(C(=O)c2cccc(OC3CCN(S(=O)(=O)N(C)C)CC3)c2)C1 (centres undefined)	4%	-8%	-15%	-2.0	7%	4	0%	2%
CNC(=O)C(Sc1nc(C)nc2c1oc1ccccc12)C(C)=O (centres undefined)	3%	?	-16%	0.7	-10%	/	11%	-7%
CC(C)N1C(=O)CCC1C(=O)NCc1cccs1 (centres undefined)	-18%	7%	0%	1.1	1%	-9	-2%	-5%
COc1ccc(C2c3cc4c(cc3OC(N3CCOCC3)C2C)OCO4)c(OC)c1 (centres undefined)	-1%	3%	0%	-2.8	4%	5	-1%	/
Cc1cc(C)c(C#N)c(SCc2nnc(-c3ccccc3)o2)n1	1%	6%	-15%	2.2	8%	-5	-1%	-1%
CCOc1ccc2ccccc2c1C1NC(=O)N(C)C(C)=C1C(=O)OCCOC (centres undefined)	-10%	-3%	3%	0.8	-7%	1	-9%	-1%

Among those listed so far, these have two or more sulfur atoms:
SMILES	EPAC1 antag	WRN helicase inh	PLK1 PBD block	CCT chaperon mod	EPAC1 ag	PI5P4Ka inh	EPAC2 antagonist	Mm-Cpn inhibitor
O=C(c1ccc(S(=O)(=O)N2CCOCC2)cc1)N(c1ccccc1)C1C=CS(=O)(=O)C1 (centres undefined)	-4%	-10%[57.1 µM]	-7%	0.8	5%	/	-9%	-5%
CCN(CC)C(=S)SCC(=O)c1ccc(F)cc1	0%	-9%	30µM*	-3.3	5%	-1	-1%	0%
O=C(CSc1nnc(-c2ccc(Cl)cc2)n1CC1CCCO1)NC1CCS(=O)(=O)C1 (centres undefined)	-7%	1%	-21%	-3.0	3%	1	1%	-2%
Cc1csc(SCC(=O)Nc2ccc(S(=O)(=O)N3CCCC3)cc2)n1	-20%	-12%	-8%	-3.5	13%	/	3%	2%
COc1cccc(NC(=O)CSc2nc3c(sc4ccccc43)c(=O)n2CCCN2CCCC2)c1	-16%	2%[11.6 µM]	-18%	-2.6	-2%	0	5%	-8%
CCC(C)Sc1nnc(CSc2nc(C)cc(C)n2)n1C (centres undefined)	-3%	-17%	-5%	-1.4	8%	-3	-1%	-4%
COc1ccc(-n2nc3c(c2NC(=O)c2ccccc2S(=O)(=O)C(F)F)CS(=O)(=O)C3)cc1	-16%	-27%	-13%	-2.0	10%	5	-4%	-1%
